M1 antag: human M1 muscarinic receptor antagonists, primary screen, CHO-K1 cells, Fluo-8 calcium fluorescence, 1536-well; Muscarinic acetylcholine receptor M1 (Homo sapiens), P11229; CHO-K1 hM1, ACh EC80 antagonist; inhibition, % at 3 µM; hit rate 1.3% among 360,000;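 active = percent inhibition above its own plate's cutoff, namely the mean of that plate's compound wells plus 3 SD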;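 also: peak over basal fluorescence ratio during 140 s after agonist addition; 0% = ACh EC80 plus DMSO and 100% = DMSO alone without agonist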
Target sequence (P11229 whole entry, looked up): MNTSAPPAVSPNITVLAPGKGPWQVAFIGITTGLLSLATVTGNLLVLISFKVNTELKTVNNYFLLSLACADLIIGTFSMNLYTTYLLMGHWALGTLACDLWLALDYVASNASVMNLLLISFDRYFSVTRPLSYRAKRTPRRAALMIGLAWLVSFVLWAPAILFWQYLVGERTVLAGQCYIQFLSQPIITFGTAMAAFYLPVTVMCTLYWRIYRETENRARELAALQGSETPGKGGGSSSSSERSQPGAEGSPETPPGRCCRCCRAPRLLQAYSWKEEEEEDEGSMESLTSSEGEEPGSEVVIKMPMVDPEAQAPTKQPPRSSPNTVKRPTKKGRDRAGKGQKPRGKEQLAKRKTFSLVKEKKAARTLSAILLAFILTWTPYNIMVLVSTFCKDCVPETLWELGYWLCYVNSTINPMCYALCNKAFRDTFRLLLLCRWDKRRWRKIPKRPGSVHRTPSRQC
CHO-K1 Ca ag: counter-screen for M1 agonists: effect in parental CHO-K1 cells. Fluo-8 calcium fluorescence; scaled to maximal ATP response, vehicle zero. activation, % at 3 µM. hit rate 0.48% among 360,000. AID 602248, 2012; in the data active = activation above about 15%;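 also: untransfected CHO-K1 host cells lacking M1 receptor as counterscreen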
M1 ag: human M1 muscarinic receptor agonists, primary screen, Fluo-8 calcium fluorescence, CHO-K1 cells, HTS. Muscarinic acetylcholine receptor M1 (Homo sapiens), P11229. CHO-K1 hM1, agonist mode; 0% DMSO, 100% acetylcholine EC100. activation, % at 3 µM. hit rate 0.33% among 360,000;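 active = activation above the run's mean compound activation plus 3 SD, cut at about 16% in these data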;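 also: peak over basal fluorescence ratio within a 140 s kinetic read after compound addition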
OXTR potentiate: human OXTR potentiators, primary screen, fluorescence, CHO-OTR cells, Fluo-8 calcium | Fluo-8 calcium fluorescence, potentiator mode; 0% = oxytocin EC15, 100% = EC100 | activation, % at 3 µM | hit rate 0.061% among 320,000 | AID 2445, 2010;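 active = activation above that plate's cutoff, the mean activation of tested compounds plus 3 SD, cut at about 6.6% in these data, passing the limit was not always enough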;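 also: 100% uses oxytocin at 75 nM as the full agonist control; some results filed as inactive read as strong as hits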
Target sequence (P30559 whole entry, looked up): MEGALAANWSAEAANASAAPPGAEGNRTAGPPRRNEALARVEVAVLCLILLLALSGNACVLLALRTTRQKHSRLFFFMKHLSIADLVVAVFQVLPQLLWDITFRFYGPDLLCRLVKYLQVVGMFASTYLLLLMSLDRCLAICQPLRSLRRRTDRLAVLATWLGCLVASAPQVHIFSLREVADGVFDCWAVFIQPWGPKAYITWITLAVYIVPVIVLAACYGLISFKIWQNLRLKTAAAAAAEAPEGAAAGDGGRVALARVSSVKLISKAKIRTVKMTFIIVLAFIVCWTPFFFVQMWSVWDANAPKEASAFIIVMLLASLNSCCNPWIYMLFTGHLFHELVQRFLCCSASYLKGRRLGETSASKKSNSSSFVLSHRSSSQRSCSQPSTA
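Material: human OTR in CHO cells. Compound: 3.0 µM, one dose. Timing: compound 6 min at room temperature before oxytocin, 100 s read. Evaluation: % activation of max/min ratio relative to oxytocin controls. Replication: single well per compound, singlicate. Signal: Fluo-8 calcium dye fluorescence.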
M1 PAM parental: nonselective calcium activators in parental CHO-K1 cells, primary screen, counter-screen for M1 PAM project, cell-based, Fluo-8 calcium fluorescence, full deck, 1536-well; ATP EC20; 0% at ATP EC20, 100% at ATP max; activation, % at 3 µM; hit rate 0.02% among 360,000; AID 602247, 2012;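 active = activation above the run cutoff, the mean activation of all test compounds plus 3 SD, cut at about 40% in these data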;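 also: peak over basal fluorescence ratio in a 140 s read after ATP addition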
TAAR1 ag: human TAAR1 agonists, primary screen, Fluo-8 calcium fluorescence, CHO RD-HGA16 cells. activation, % at 3 µM. vehicle wells 0%, saturating PEA agonist 100%. hit rate 0.99% among 360,000. Trace amine-associated receptor 1 (Homo sapiens), Q96RJ0;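 active = activation above the mean activation of all test compounds in the run plus 3 SD, cut at about 38% in these data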
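Test system: RD-HGA16 (CHO) cells co-expressing Gα16 and hTAAR1 / Benchmarks: DMSO vehicle as 0%, PEA at EC100 as 100% / Repeats: no replicates (n 1) / Measure: % activation from peak over basal fluorescence ratio, DMSO-to-PEA scaled / Timing: 17-24 h plating, Fluo-8 75 min 37 °C, 30 min RT / Technique: kinetic Fluo-8 calcium fluorescence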
CHO parental Ca: ATP-evoked calcium signal inhibitors, parental CHO, primary screen, counter-screen for OX1R antagonist project, cell-based, fluorescence, Fluo-8 calcium dye. parental CHO-K1, ATP-induced calcium, Fluo-8 fluorescence. inhibition, % at 5.6 µM. hit rate 0.63% among 330,000;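 active = inhibition above that plate's mean sample inhibition plus 3 SD, cut at about 26% in these data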;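 also: 0% = ATP-challenged DMSO wells and 100% = DMSO wells without ATP; some compounds past the cut are filed as inactive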
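Assay system: parental CHO cells; Read-out basis: percent inhibition of ATP-evoked calcium rise, normalized to controls; Benchmarks: ATP and no-ATP DMSO wells; Compound dosing: single nominal dose of 5.6 µM per compound; Signal: Fluo-8 calcium dye fluorescence; Also added: ATP as calcium-mobilizing challenge; Repeats: singlicate.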
TAAR1 antagonist: human TAAR1 antagonists, primary screen, Fluo-8 calcium fluorescence, CHO RD-HGA16 cells; antagonist; hit rate 1.5% among 360,000; Trace amine-associated receptor 1 (Homo sapiens), Q96RJ0; AID 624466, 2012; inhibition, % at 3 µM;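 active = inhibition above a per-plate cutoff, the mean inhibition of test compounds on that plate plus 3 SD, cut at about 49% in these data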;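 also: 0% = DMSO plus EC80 beta-PEA response and 100% = DMSO alone without agonist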
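Test system: RD-HGA16 CHO cells with stable hTAAR1 and Gα16 / Probe or stimulus: EC80 β-phenethylamine stimulus / Times: seeding 17-24 h prior, 75-min 37 °C, 30-min RT dye loading / Detection: Fluo-8 calcium-sensitive fluorescence / Read-out basis: % inhibition scaled between DMSO and EC80 PEA controls / Repeats: singlicate, one well per test compound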
CHO-K1 Ca antag: counter-screen for M1 antagonists: effect in parental CHO-K1 cells. hit rate 0.6% among 360,000. inhibition, % at 3 µM. ATP-induced calcium, Fluo-8 fluorescence;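 active = inhibition above a per-plate cutoff, the plate's mean sample inhibition plus 3 SD, cut at about 24% in these data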;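 also: 0% = DMSO plus EC80 ATP and 100% = DMSO alone without ATP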
* = called active by the depositor; · = not tested or not shown.

SMILES | M1 antag | CHO-K1 Ca ag | M1 ag | OXTR potentiate | M1 PAM parental | TAAR1 ag | CHO parental Ca | TAAR1 antagonist | CHO-K1 Ca antag
CNNC(=S)Nc1ccc(Cl)cc1 | -10.6 | 0.5 | -5.3 | -4.3 | 17.2 | 3.7 | -7.4 | -9.6 | -7.3
O=S(=O)(/N=C(/Nc1nc2ccccc2s1)c1ccccc1)c1ccc(F)cc1 | 7.5 | 0.8 | 3.2 | · | 18.7 | 3.4 | · | 9.9 | 0.8
CCCCCCCCS(=O)C1CS(=O)(=O)CC1O (stereo not given) | -10.1 | 0.5 | -4.5 | 3.2 | 16.8 | 0.3 | -3.1 | -4.2 | -13.1
Fc1ccc2nc(N3CCCCC3)sc2c1 | -11.7 | -0.4 | -4.6 | -7.4 | 7.9 | 3.1 | -7.7 | 4.6 | -1.2
Cc1cc(C(=O)OCC(=O)c2c(N)n(C)c(=O)n(C)c2=O)c(C)n1-c1ccccc1 | -0.9 | -0.1 | -3.9 | -3.5 | -5.6 | 2.4 | -20.8 | 13.2 | 1.9
COc1ccc(CNC(=O)C(OC(=O)c2cccs2)C(C)C)cc1 (stereo not given) | 8.4 | 0.1 | -4.3 | -0.7 | -10.8 | -3.5 | -11.2 | 15.9 | -5.2
O=C(NCc1cccs1)C1CCN(c2nc3ccccc3o2)CC1 | 8.4 | 0.5 | -8.4 | -4.6 | -11.7 | 2.1 | -5.8 | -1.0 | 17.7
CCOCCc1nnc(NC(=O)C2CCN(C(=O)c3ccco3)CC2)s1 | -5.0 | 0.4 | -1.9 | -0.3 | 6.8 | 1.9 | -3.6 | 0.1 | -10.4
O=C(Nc1cccc(Cl)c1)c1ccccc1 | -8.0 | 0.5 | -2.8 | -5.0 | 7.7 | 3.5 | -10.2 | 0.0 | -11.4
O=C(CSc1nnc(-c2ccc(O)cc2)o1)Nc1ccccc1 | 3.2 | 1.4 | 1.4 | -2.1 | 5.3 | 17.1 | -2.8 | -1.8 | -3.3
Cc1ccccc1C(=O)N1CCN(c2ccc([N+](=O)[O-])c(NCc3ccco3)c2)CC1 | 4.0 | 0.5 | -5.0 | -8.9 | 7.9 | 7.8 | -13.0 | 18.7 | -9.2
COc1ccc(C(=O)O/N=C(\N)c2ccccc2)c(OC)c1 | -0.8 | 7.1 | -5.4 | -5.7 | 11.7 | 4.6 | -10.5 | 12.0 | 7.5
COc1ccc(NC(=O)CCN2C(=O)C3CC=CCC3C2=O)cc1S(=O)(=O)N1CCCCC1 (stereo not given) | -12.7 | 0.3 | -2.6 | · | -0.2 | 1.5 | · | 2.9 | -11.4
O=C(Nc1ccc(NC(=O)C2CCCCC2)nc1)c1cccc(F)c1 | -2.0 | 4.0 | 5.9 | · | -7.3 | 27.3 | · | 19.5 | -10.4
CC(NCc1cc(Br)ccc1OCC(N)=O)C12CC3CC(CC(C3)C1)C2 (stereo not given) | -2.4 | 2.6 | -5.7 | 2.2 | 12.2 | 26.9 | -27.1 | 33.4 | 0.7
COc1ccc(OC)c2c1sc(=NC(=O)c1ccco1)n2C | -15.4 | 0.1 | -4.4 | -4.3 | 19.6 | -3.1 | -0.9 | -3.6 | -11.2
NC(=O)NC1CCCc2c1[nH]c1ccc(Cl)cc21 (stereo not given) | -10.7 | 0.4 | 0.7 | -5.7 | 8.5 | 4.0 | -4.5 | 10.8 | -2.4
COc1cccc(OC)c1C(=O)OCC(=O)Nc1cccnc1Cl | -9.0 | 0.7 | -2.5 | -20.8 | -12.5 | 1.6 | 4.8 | -8.3 | -3.5
COc1ccc(N2CCN(C(=O)COC(=O)c3ccc(CSC)o3)CC2)cc1 | 5.7 | 3.2 | -2.2 | -8.2 | -0.9 | 7.8 | -15.5 | -2.5 | -5.0
COC(=O)c1cc(C)sc1NC(=O)c1ccco1 | -15.9 | -0.2 | -2.5 | -6.6 | -2.2 | 0.1 | 0.7 | -8.9 | -5.9
COc1cccc(C2(CSc3nnc(-c4cc(OC)c(OC)c(OC)c4)o3)OCCO2)c1 | 0.4 | 2.5 | -3.9 | -8.1 | 12.5 | 6.6 | -28.3 | 25.1 | -14.0
COc1cccc(NCc2cc3c(C(C)(C)C)nn(-c4ccccc4)c3[nH]c2=O)c1 | -2.8 | -0.6 | -4.8 | -5.1 | -8.1 | -2.7 | -25.1 | -12.5 | -2.0
COC(=O)c1cc2c(ccn2-c2ccc(F)cc2)n1CC(=O)OC(C)C | -14.8 | 0.8 | -0.6 | 13.0 | 25.9 | 12.4 | -33.5 | 28.2 | -16.2
O=C(N=C1SC2CS(=O)(=O)CC2N1c1ccc(Cl)c(Cl)c1)C1CCCO1 (stereo not given) | 4.4 | 0.5 | -1.4 | -10.6 | 1.9 | 7.1 | -16.2 | -24.7 | -3.6
COc1ccccc1Nc1nnc(SCc2cc(=O)n3cc(C)ccc3n2)s1 | 14.5 | 7.7 | -2.0 | -7.8 | 15.1 | 15.7 | -12.8 | 69.2* | -2.4
Cc1ccc(-c2csc3ncnc(Sc4nnc(CN5CCCCCC5=O)o4)c23)cc1 | 1.1 | 2.5 | -0.7 | -1.9 | 7.1 | 14.9 | -25.5 | 8.5 | 8.7
O=C(CSc1nnc(CNC(=O)c2ccccc2F)o1)NC1CCCC1 | -10.3 | 1.2 | -2.5 | -6.9 | 4.1 | 1.2 | -7.5 | -24.9 | -12.8
CC(C)[C@H](NC(=O)c1ccc(Br)cc1)C(=O)NC1CCCCC1 | 15.1 | -0.3 | -3.5 | -2.6 | -14.6 | 9.7 | -23.0 | -18.1 | 1.4
O=C(CSc1nc2cc(Cl)ccc2c(=O)n1Cc1ccco1)Nc1ccc(S(=O)(=O)N2CCOCC2)cc1 | 15.2 | 3.0 | -8.0 | -6.3 | 17.1 | 8.7 | 4.2 | 40.3 | -6.2
CN1CCc2c(sc3c2C(=O)NC(c2ccccc2)N3)C1 (stereo not given) | -11.3 | 2.1 | -8.5 | -11.9 | 34.0 | 7.9 | -5.5 | -4.0 | -13.6
OCCNC(=S)Nc1cccc(Cl)c1Cl | -5.8 | 0.2 | 0.3 | -1.1 | 21.3 | 20.0 | 4.3 | -6.5 | -2.4
COc1cccc(-c2cnc(C(O)c3ccc(C)c(F)c3)[nH]2)c1 (stereo not given) | 1.7 | 1.3 | 1.2 | · | 2.1 | · | · | · | 1.0
COc1cc(C(=O)N2CCN(C(=O)Cc3ccccc3)CC2)cc(OC)c1OC | -5.3 | 0.6 | -1.7 | -11.4 | 13.0 | 16.3 | -11.1 | 2.7 | -6.6
CCN(CC)CCNC(=O)c1cn(CC)c2ccc(S(=O)(=O)N(C)C3CCCCC3)cc2c1=O | -9.8 | 1.5 | -5.8 | -2.4 | 9.2 | 0.4 | -8.5 | -13.0 | -9.5
CCOC(=O)c1c(C)[nH]c(C(=O)OCC(O)=C(C#N)c2nc3ccccc3[nH]2)c1C | -10.9 | 0.3 | -0.8 | · | 17.6 | 3.5 | · | -5.1 | -11.5
CC(NC(=O)Nc1ccccc1O)(C(F)(F)F)C(F)(F)F | -8.5 | 0.8 | -5.8 | -2.1 | 9.9 | 5.4 | -0.7 | -6.4 | -4.0
O=C1CCCN2N=C(SCC(=O)Nc3cccc(Cl)c3)SC2=N1 | 9.2 | 16.1* | -0.1 | -12.3 | -1.1 | 13.5 | -6.3 | -9.3 | 1.0
CCC(C)NS(=O)(=O)c1ccc(NC(=O)c2cccs2)cc1 (stereo not given) | 8.0 | 4.6 | -2.7 | -7.0 | 20.1 | 6.6 | 2.2 | 8.8 | -19.6
Cc1nnc(SC(C)C(=O)NC2CCCCC2C)s1 (stereo not given) | 0.8 | 0.5 | -3.3 | -2.7 | 7.4 | 0.7 | -9.0 | -5.3 | -14.5
Cc1ccc(N(CC(=O)N2CCCC2)S(C)(=O)=O)cc1C | 0.6 | 0.2 | 0.0 | -1.4 | 8.4 | 4.2 | -14.4 | -0.4 | -3.9
O=c1oc(/C=C/c2ccc([N+](=O)[O-])s2)nc2ccccc12 | -6.0 | -0.3 | 1.2 | -5.5 | -23.5 | · | 0.7 | · | 19.3
CC(C)(C)OC(=O)CNC(=O)c1nc[nH]c1C(=O)NCc1ccccc1 | -3.1 | 2.2 | -0.7 | -11.5 | 18.1 | 9.1 | 1.1 | 3.5 | -12.9
COc1cc(S(=O)(=O)Nc2ccc3cn[nH]c3c2)ccc1Cl | 10.4 | 0.6 | -2.3 | -21.6 | -11.3 | 4.1 | -6.9 | -11.6 | 21.4
O=C(CSc1nc2ccccc2o1)N1c2ccccc2Sc2ccccc21 | 6.6 | 1.1 | -5.2 | -12.4 | 9.1 | 0.6 | -13.6 | 5.9 | -11.7
CC(C)Oc1ccc(/C=N/NC(=O)c2ccc(N(Cc3ccccc3)S(C)(=O)=O)cc2)cc1 | -12.6 | 1.4 | -2.3 | -5.8 | 13.1 | 3.8 | -4.7 | -0.1 | -13.8
COc1ccc(-n2c(SCc3ccccn3)nc3c(c2=O)SCC3)cc1OC | -20.9 | 0.2 | -5.2 | -2.9 | 15.0 | -1.6 | -13.0 | -80.3 | -15.7
CN(Cc1ccccc1F)C(=O)C1CCCN(C(=O)c2ccc(Cl)cc2)C1 (stereo not given) | 24.4 | 1.9 | -7.2 | · | 1.4 | -1.1 | · | -15.7 | -9.2

A second format for some results above.
compound	M1 antag	CHO-K1 Ca ag	M1 ag	OXTR potentiate	M1 PAM parental	TAAR1 ag	CHO parental Ca	TAAR1 antagonist	CHO-K1 Ca antag
CCOC(=O)c1c(C)[nH]c(C(=O)OCC(O)=C(C#N)c2nc3ccccc3[nH]2)c1C	-10.9	0.3	-0.8	·	17.6	3.5	·	-5.1	-11.5
CC(NC(=O)Nc1ccccc1O)(C(F)(F)F)C(F)(F)F	-8.5	0.8	-5.8	-2.1	9.9	5.4	-0.7	-6.4	-4.0

Rows are unselected; overall some 4.2% were active at least once.
